LYP phosphatase = inhibitors of LYP phosphatase, biochemical, fluorescence intensity, uHTS (AID 1779) | Tyrosine-protein phosphatase non-receptor type 22 (Homo sapiens) | 0.054% of 290,000 active | inhibition, % at 11.5 µM; hits with a dose series show IC50 in µM | recombinant LYP phosphatase, fluorescence intensity; higher % means a stronger effect; in the data active means inhibition above about 50%;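 further: plate controls were vehicle with enzyme for no effect and no enzyme for full effect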
NTR1 agonist = agonists of NTR1, primary screen, imaging, U2OS cells, beta-arrestin-GFP, high content (AID 493036); Neurotensin receptor type 1 (Homo sapiens), P30989; NTR1-U2OS beta-arrestin-GFP spot imaging, agonist mode; activation, % at 20 µM; 0.17% of 330,000 active;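 active means activation at or above 40% of the spot to cytoplasm intensity ratio, with at least 20 cells analyzed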;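 further: 0% = DMSO without peptide and 100% = 100 nM NTR1 peptide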
Target sequence (P30989 whole entry, looked up): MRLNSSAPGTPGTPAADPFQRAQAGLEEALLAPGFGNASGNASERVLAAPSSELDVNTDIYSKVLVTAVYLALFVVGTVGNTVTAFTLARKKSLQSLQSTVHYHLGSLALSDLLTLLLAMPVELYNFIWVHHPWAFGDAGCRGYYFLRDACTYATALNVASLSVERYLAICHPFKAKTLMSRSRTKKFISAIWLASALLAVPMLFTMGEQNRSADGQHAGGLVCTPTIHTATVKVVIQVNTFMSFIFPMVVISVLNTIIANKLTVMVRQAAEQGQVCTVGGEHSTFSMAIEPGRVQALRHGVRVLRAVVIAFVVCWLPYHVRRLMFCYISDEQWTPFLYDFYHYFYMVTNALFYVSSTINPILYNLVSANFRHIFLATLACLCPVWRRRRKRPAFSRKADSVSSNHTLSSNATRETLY
Salmonella PhoP GFP = inhibitors of PhoP regulon expression, primary screen, Salmonella Typhimurium, GFP reporter (AID 1863). S. Typhimurium PhoP-regulated promoter GFP reporter, 4 h; higher % means a stronger effect. inhibition, % at 50 µM, or IC50 in µM where a hit was titrated. 0.16% of 300,000 active;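 active means inhibition over 29.93%, a cutoff 3 SD above the screen mean, later confirmed by dose response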;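 further: 0% = low Mg2+ inducing control and 100% = high Mg2+ repressing control; strong numbers were not always called active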
HIV fusion peptide = inhibitors of HIV fusion peptide binding, primary screen, biochemical, uHTS, fluorescence dequenching (AID 1986). cell-free peptide binding, fluorescence dequenching, 30 min; higher % means a stronger effect. one-dose inhibition, % at 20 µM; IC50 in µM for titrated hits. 0.3% of 290,000 active; in the data active means inhibition mostly above about 52%, no sharp cut-off; inactive means mostly below about 76%; further: some results filed as inactive read as strong as hits
Myeloid diff MLP = induction of myeloid progenitor differentiation, primary screen, cell-based, flow cytometry, MLPCN library; ER-HoxA9 myeloid progenitors, lysozyme-GFP differentiation; calls only at 10 µM; 1% of 360,000 active; AID 624256, 2012;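 active means normalized GFP-positive differentiation at or above the plate's own cutoff, the solvent-only control mean plus 3 SD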;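 further: cells exposed to compound for four days before flow analysis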
SIAH1 antagonists = Siah-1 peptide-binding antagonists, primary screen, biochemical, fluorescence polarization, rhodamine-plectin, uHTS (AID 1817); E3 ubiquitin-protein ligase SIAH1 (Homo sapiens); Siah-1 / rhodamine-plectin peptide fluorescence polarization; higher % means a stronger effect; displacement, % at 20 µM; hits with a dose series show IC50 in µM; 0.02% of 290,000 active;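 active means displacement of at least 50% at 20 µM, with a fluorescence ratio check between 0.3 and a set limit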;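 further: plate controls were Siah plus tracer with DMSO for no effect and tracer alone without Siah for full effect; strong numbers were not always called active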
GPR55 LPI antagonism = GPR55 antagonists blocking LPI-driven arrestin recruitment, primary screen, imaging, U2OS, beta-arrestin-GFP, LPI agonist (AID 2013) | U2OS GPR55 beta-arrestin-GFP translocation imaging, LPI antagonism; higher % means a stronger effect | 0.13% of 290,000 active | one-dose inhibition, % at 10 µM; IC50 in µM for titrated hits;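 active means spots per cell inhibited over 60%, with over 100 cells counted and total cytoplasm intensity under 500,000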;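 further: U2OS cells stably carrying GPR55 and arrestin-GFP stimulated by 5 µM LPI near EC80; imaged beta-arrestin-GFP aggregate spots per cell after agonist stimulation; plate controls were LPI-stimulated DMSO wells for no effect and DMSO wells without LPI for full effect; some results filed as inactive read as strong as hits; confirmed hits need IC50 under 10 µM and bright autofluorescent wells are also inconclusive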
MgcRacGAP inhibition = MgcRacGAP GTPase-activating activity inhibitors, confirmation, biochemical, ADP Hunter fluorescence; Rac GTPase-activating protein 1 (Homo sapiens); MgcRacGAP-stimulated Rac1 GTP hydrolysis, ADP Hunter fluorescence; higher % means a stronger effect; GST-tagged Rac1 F28L mutant substrate; inhibition, % at 30 µM; hits with a dose series show IC50 in µM; 0.6% of 340,000 active; AID 624330, 2012;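 active means first-screen hits whose inhibition reached a set limit at any dose in the follow-up dose series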;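 further: fluorescence reports GDP produced by GAP-driven GTP hydrolysis; strong numbers were not always called active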
GPR35 arrestin U2OS = GPR35 antagonists blocking zaprinast-driven arrestin recruitment, primary screen, imaging, U2OS, beta-arrestin-GFP, zaprinast agonist (AID 2058); G-protein coupled receptor 35 (Homo sapiens); U2OS GPR35 beta-arrestin-GFP translocation imaging, zaprinast antagonism; higher % means a stronger effect; one-dose inhibition, % at 10 µM; IC50 in µM for titrated hits; 0.052% of 290,000 active;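 active means inhibition of at least 50% with at least 30 cells and total cytoplasm GFP at most 10,000,000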
NTR1 agonist cell count 20 µM = further read-out of NTR1 agonist, marked with its call; cell count; measured here: cell count, cytotoxicity flag
Myeloid diff MLP GFP+ MAC1+ % = recorded beside Myeloid diff MLP, whose call it bears; GFP+ MAC1+ double positive, %; measured here: differentiation confirmed by MAC1 staining
The depositor's hits bear a star.

What do the screens show for `CCN1C(=O)/C(=C\c2ccc(-c3cccc(C(=O)OC)c3)o2)SC1=Nc1ccc(C(=O)O)cc1`?
LYP phosphatase: -3%; NTR1 agonist: 3.8; Salmonella PhoP GFP: -12%; HIV fusion peptide: 52%; SIAH1 antagonists: 33%; GPR55 LPI antagonism: 12%; GPR35 arrestin U2OS: -10%; NTR1 agonist cell count 20 µM: 66

How did COc1cccc(C(=O)OCn2nnc3ccccc3c2=O)c1 do in these assays?
LYP phosphatase: 0%; NTR1 agonist: 1.9; Salmonella PhoP GFP: -8%; HIV fusion peptide: -0.5%; Myeloid diff MLP: inactive; SIAH1 antagonists: 2%; GPR55 LPI antagonism: -2%; MgcRacGAP inhibition: 6%; GPR35 arrestin U2OS: -6%; NTR1 agonist cell count 20 µM: 40; Myeloid diff MLP GFP+ MAC1+ %: 2.0

Results for O=C(O)[C@H](Cc1c[nH]c2ccccc12)Nc1ncccc1[N+](=O)[O-] ?
LYP phosphatase: -9%; NTR1 agonist: 0.5; Salmonella PhoP GFP: 14%; HIV fusion peptide: -1.2%; Myeloid diff MLP: inactive; SIAH1 antagonists: 0%; GPR55 LPI antagonism: 6%; MgcRacGAP inhibition: 5%; GPR35 arrestin U2OS: 4%; NTR1 agonist cell count 20 µM: 75; Myeloid diff MLP GFP+ MAC1+ %: 0.7

Results for Cc1cccnc1NC(=O)c1sc2ccccc2c1Cl ?
LYP phosphatase: -6%; NTR1 agonist: 1.7; Salmonella PhoP GFP: 0%; HIV fusion peptide: 1.4%; Myeloid diff MLP: inactive; SIAH1 antagonists: 2%; GPR55 LPI antagonism: 15%; MgcRacGAP inhibition: 8%; GPR35 arrestin U2OS: 13%; NTR1 agonist cell count 20 µM: 72; Myeloid diff MLP GFP+ MAC1+ %: 0.5

How did O=C(Nc1cc(Cl)ccc1Oc1ccccc1)c1ccc(F)cc1 do in these assays?
LYP phosphatase: -3%; NTR1 agonist: -1.0; Salmonella PhoP GFP: -3%; HIV fusion peptide: -1.1%; Myeloid diff MLP: inactive; SIAH1 antagonists: 0%; GPR55 LPI antagonism: -6%; MgcRacGAP inhibition: 4%; GPR35 arrestin U2OS: 6%; NTR1 agonist cell count 20 µM: 60; Myeloid diff MLP GFP+ MAC1+ %: 1.2

How did CC(C)(C)OC(=O)N1CCNc2ccccc2C1 do in these assays?
LYP phosphatase: 0%; NTR1 agonist: 0.3; Salmonella PhoP GFP: -2%; HIV fusion peptide: 1.2%; Myeloid diff MLP: inactive; SIAH1 antagonists: 12%; GPR55 LPI antagonism: 21%; MgcRacGAP inhibition: 4%; GPR35 arrestin U2OS: 7%; NTR1 agonist cell count 20 µM: 48; Myeloid diff MLP GFP+ MAC1+ %: 1.3

Results for O=S(=O)(c1ccc(Cl)cc1)N1CCN(Cc2c[nH]c3ccccc23)CC1 ?
LYP phosphatase: -6%; NTR1 agonist: -0.7; Salmonella PhoP GFP: 3%; HIV fusion peptide: -0.1%; Myeloid diff MLP: inactive; SIAH1 antagonists: -3%; GPR55 LPI antagonism: 7%; MgcRacGAP inhibition: -2%; GPR35 arrestin U2OS: -8%; NTR1 agonist cell count 20 µM: 75; Myeloid diff MLP GFP+ MAC1+ %: 4.3

Results for COc1cc(C2CC(=O)Nc3cc(C)c(C)cc32)cc(OC)c1OC (centres undefined) ?
LYP phosphatase: -2%; NTR1 agonist: -1.2; Salmonella PhoP GFP: -9%; HIV fusion peptide: -2.1%; Myeloid diff MLP: active; SIAH1 antagonists: -5%; GPR55 LPI antagonism: -2%; MgcRacGAP inhibition: 3%; GPR35 arrestin U2OS: 1%; NTR1 agonist cell count 20 µM: 81; Myeloid diff MLP GFP+ MAC1+ %: 1.3*

What do the screens show for `Nn1cc(-c2ccccc2)nc1SCC(=O)Nc1cccc(S(N)(=O)=O)c1`?
LYP phosphatase: -6%; NTR1 agonist: -1.2; Salmonella PhoP GFP: -8%; HIV fusion peptide: -1.0%; Myeloid diff MLP: inactive; SIAH1 antagonists: 0%; GPR55 LPI antagonism: 0%; MgcRacGAP inhibition: 11%; GPR35 arrestin U2OS: -6%; NTR1 agonist cell count 20 µM: 62; Myeloid diff MLP GFP+ MAC1+ %: 0.8

How did COCCNC(=O)C1CCCN(S(=O)(=O)c2c(C)noc2/C=C/c2cccs2)C1 (centres undefined) do in these assays?
LYP phosphatase: 1%; NTR1 agonist: 0.2; Salmonella PhoP GFP: 5%; HIV fusion peptide: 0.4%; Myeloid diff MLP: inactive; SIAH1 antagonists: 0%; GPR55 LPI antagonism: 11%; MgcRacGAP inhibition: 5%; GPR35 arrestin U2OS: -3%; NTR1 agonist cell count 20 µM: 75; Myeloid diff MLP GFP+ MAC1+ %: 0.0

How did Cc1ccc(C(=O)NCC(=O)OCC(=O)c2ccc(Br)s2)cc1 do in these assays?
NTR1 agonist: 0.1; Salmonella PhoP GFP: -3%; Myeloid diff MLP: inactive; MgcRacGAP inhibition: 7%; NTR1 agonist cell count 20 µM: 59; Myeloid diff MLP GFP+ MAC1+ %: 0.6

What do the screens show for `Cc1c(C)c2c(OCC(=O)N[C@@H](CC(C)C)C(=O)O)cc3c(c2oc1=O)CCC(C)(C)O3`?
LYP phosphatase: -12%; NTR1 agonist: 19; Salmonella PhoP GFP: 0%; HIV fusion peptide: 1.4%; Myeloid diff MLP: inactive; SIAH1 antagonists: 12%; GPR55 LPI antagonism: -3%; MgcRacGAP inhibition: -8%; GPR35 arrestin U2OS: -11%; NTR1 agonist cell count 20 µM: 91; Myeloid diff MLP GFP+ MAC1+ %: 0.3

How did COc1ccc(OCCNc2cc(N3CCCCC3)ccc2[N+](=O)[O-])cc1 do in these assays?
LYP phosphatase: 0%; NTR1 agonist: 0.1; Salmonella PhoP GFP: -4%; HIV fusion peptide: 34%; Myeloid diff MLP: inactive; SIAH1 antagonists: -2%; GPR55 LPI antagonism: -42%; MgcRacGAP inhibition: 8%; GPR35 arrestin U2OS: 24%; NTR1 agonist cell count 20 µM: 56; Myeloid diff MLP GFP+ MAC1+ %: 1.6

How did CCNS(=O)(=O)c1ccc(CCC(=O)N2CCN(c3cc(Cl)ccc3C)CC2)cc1 do in these assays?
LYP phosphatase: -3%; NTR1 agonist: 0.8; Salmonella PhoP GFP: -10%; HIV fusion peptide: 0.6%; SIAH1 antagonists: 4%; GPR55 LPI antagonism: 2%; MgcRacGAP inhibition: 6%; GPR35 arrestin U2OS: -11%; NTR1 agonist cell count 20 µM: 53

How did C=CCc1cc(S(=O)(=O)c2ccc(O)c(CC=C)c2)ccc1O do in these assays?
LYP phosphatase: -7%; NTR1 agonist: 1.4; Salmonella PhoP GFP: -2%; HIV fusion peptide: 6.0%; Myeloid diff MLP: inactive; SIAH1 antagonists: -4%; GPR55 LPI antagonism: 14%; MgcRacGAP inhibition: -3%; GPR35 arrestin U2OS: 14%; NTR1 agonist cell count 20 µM: 62; Myeloid diff MLP GFP+ MAC1+ %: 0.2

Results for CCNC(=O)CSc1nnc(-c2cccs2)o1 ?
LYP phosphatase: -5%; NTR1 agonist: -1.0; Salmonella PhoP GFP: 4%; HIV fusion peptide: -0.3%; Myeloid diff MLP: inactive; SIAH1 antagonists: 9%; GPR55 LPI antagonism: 12%; MgcRacGAP inhibition: 4%; GPR35 arrestin U2OS: -1%; NTR1 agonist cell count 20 µM: 37; Myeloid diff MLP GFP+ MAC1+ %: 0.1

How did Cc1ccc2cccc(OCC(=O)N3CCc4ccccc43)c2n1 do in these assays?
LYP phosphatase: -3%; NTR1 agonist: 1.3; Salmonella PhoP GFP: -3%; HIV fusion peptide: -0.5%; Myeloid diff MLP: inactive; SIAH1 antagonists: 2%; GPR55 LPI antagonism: 1%; MgcRacGAP inhibition: 7%; GPR35 arrestin U2OS: -24%; NTR1 agonist cell count 20 µM: 53; Myeloid diff MLP GFP+ MAC1+ %: 0.2

How did COc1ccc(CCNCC(=O)Nc2ccc(C(=O)N3CCCCC3)cc2)cc1 do in these assays?
LYP phosphatase: -8%; NTR1 agonist: 0.4; Salmonella PhoP GFP: 3%; HIV fusion peptide: 0.9%; Myeloid diff MLP: inactive; SIAH1 antagonists: 2%; GPR55 LPI antagonism: 9%; MgcRacGAP inhibition: 20%; GPR35 arrestin U2OS: -4%; NTR1 agonist cell count 20 µM: 45; Myeloid diff MLP GFP+ MAC1+ %: 0.4

How did O=C(OCc1cccc(C(F)(F)F)c1)c1ccc[nH]c1=O do in these assays?
LYP phosphatase: -6%; NTR1 agonist: 0.8; Salmonella PhoP GFP: -8%; HIV fusion peptide: 0.8%; Myeloid diff MLP: inactive; SIAH1 antagonists: 3%; GPR55 LPI antagonism: 0%; MgcRacGAP inhibition: 8%; GPR35 arrestin U2OS: -10%; NTR1 agonist cell count 20 µM: 58; Myeloid diff MLP GFP+ MAC1+ %: 0.9

What do the screens show for `Cc1nc2ccccc2c(=O)n1NC(=O)Cc1ccc(Br)cc1`?
LYP phosphatase: -6%; NTR1 agonist: -0.4; Salmonella PhoP GFP: 5%; HIV fusion peptide: -1.3%; Myeloid diff MLP: inactive; SIAH1 antagonists: 4%; GPR55 LPI antagonism: 23%; MgcRacGAP inhibition: 1%; GPR35 arrestin U2OS: 10%; NTR1 agonist cell count 20 µM: 65; Myeloid diff MLP GFP+ MAC1+ %: 12

How did O=C(CCCCCn1c(=O)[nH]c2ccccc2c1=O)NCCc1c[nH]c2ccccc12 do in these assays?
LYP phosphatase: -9%; NTR1 agonist: -2.9; Salmonella PhoP GFP: 3%; HIV fusion peptide: -0.3%; Myeloid diff MLP: inactive; SIAH1 antagonists: -3%; GPR55 LPI antagonism: 14%; MgcRacGAP inhibition: 8%; GPR35 arrestin U2OS: 7%; NTR1 agonist cell count 20 µM: 91; Myeloid diff MLP GFP+ MAC1+ %: 1.9
